Screens: PubChem BioAssay, several laboratories
PMK inhibit – inhibitors of Streptococcus pneumoniae phosphomevalonate kinase; purified PMK, PK/LDH-coupled NADH absorbance 340 nm; inhibition, % at 10 µM; 65,000 tested, 0.49% active;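 active means top-ranked compounds by inhibition in the single 10 µM screen, taking a fixed number of the strongest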;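 further: 0% = full reaction with DMSO carrier and 100% = background rate without enzyme reaction; no value below 0 was filed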
Spn MK inh – inhibitors of Streptococcus pneumoniae mevalonate kinase. purified MK, PK/LDH-coupled NADH absorbance 340 nm. inhibition, % at 10 µM. 65,000 tested, 0.48% active;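 active means ranked among the strongest by inhibition in the single 10 µM screen, a fixed top-ranked set picked for dose follow-up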; further: no value below 0 was filed
DPM-DC inhibit – blocks S. pneumoniae diphosphomevalonate decarboxylase; calls only at 10 µM; 65,000 tested, 0.49% active; purified DPM-DC, PK/LDH coupled NADH fluorescence; AID 556;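 active means the 320 compounds with the highest percent inhibition in the single-dose primary screen, excluding strongly autofluorescent ones, cut at about 32% in these data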;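 further: kinetic rate of NADH fluorescence loss reporting ADP formed by the decarboxylase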
KRASV12 cytotoxicity – viability loss of HPDE-C7K cells – cell-based, fluorescence, HTS, primary screen (AID 431); 63,000 tested, 1.7% active; HPDE-C7K KRASV12 cells, Alamar Blue viability, 48 h; higher % means a stronger effect; one-dose cytotoxicity, % at 10 µM; EC50 in µM for titrated hits;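 active means compounds whose percent cytotoxicity in the single-dose primary screen, scaled between solvent and toxic-drug controls, exceeds 50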;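 further: 0% = DMSO solvent wells and 100% = doxorubicin-treated wells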
HT1080 cytotoxicity – HT1080 cell viability loss – fluorescence readout (AID 620). HT1080 viability, fluorescence; higher % means a stronger effect. one-dose cytotoxicity, % at 10 µM; EC50 in µM for titrated hits. 87,000 tested, 0.42% active;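 further: cells exposed to compound overnight then 4 h with Alamar Blue; 0% = vehicle DMSO and 100% = killing control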
LYP phosphatase – inhibition of human PTPN22 tyrosine phosphatase – biochemical, DiFMUP fluorescence, recombinant catalytic domain, 10 µM, primary screen (AID 606); recombinant LYP catalytic domain, DiFMUP fluorescence; higher % means a stronger effect; inhibition, % at 10 µM, or IC50 in µM where a hit was titrated; 52,000 tested, under 10 active;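 active means IC50 under 40 µM in the dose-response test; inactive means IC50 of 40 µM or more, or never dose-tested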
Bfl-1 inhibitors – displacement of Bid BH3 peptide from Bfl-1 – biochemical, fluorescence polarization, FITC-Bid, mouse, primary screen (AID 432). 64,000 tested, 0.02% active. displacement, % at 20 µM, or IC50 in µM where a hit was titrated. FITC-Bid BH3 peptide fluorescence polarization displacement; higher % means a stronger effect; in the data active means a potency from the dose series; inactive means the rest, 99 in 100 with displacement below about 15%; further: strong numbers were not always called active
TNAP inhibition – human TNAP enzyme inhibitors, biochemical, luminescent (AID 518); purified TNAP enzyme, luminescent substrate readout; higher % means a stronger effect; one-dose inhibition, % at 20 µM; IC50 in µM for titrated hits; 64,000 tested, 0.09% active; in the data active means a potency from the dose series; inactive means the rest, 99 in 100 with inhibition below about 22%;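 further: plate controls were vehicle for no effect and reference inhibitor for full effect; many of its hits are not listed in these tables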
HPDE-C7 cytotoxicity – HPDE-C7 pancreatic duct cell viability loss – fluorescence, HTS (AID 430); cytotoxicity, % at 10 µM, or EC50 in µM where a hit was titrated; 63,000 tested, 1.8% active; HPDE-C7 pancreatic duct cells viability, fluorescence; higher % means a stronger effect;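 further: cells exposed to compound for 48 hours before viability readout; 0% = vehicle and 100% = reference cytotoxic drug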
PMK inhibit pilot replicates – further read-out of PMK inhibit, marked with its call; inhibition, %; measured here: pilot screen replicates
Spn MK inh pilot replicates – further read-out of Spn MK inh, marked with its call; inhibition, %; measured here: pilot screen replicates
DPM-DC inhibit pilot screen % – also measured in DPM-DC inhibit; calls as there; inhibition, %; measured here: pilot screen trials
* hit, by the source's call; i = inactive; nt = no result given. Unless noted, no stated cut-off is given here; in the data, active means cytotoxicity above about 50%; inactive means the rest.

SMILES	PMK inhibit	Spn MK inh	DPM-DC inhibit	KRASV12 cytotoxicity	HT1080 cytotoxicity	LYP phosphatase	Bfl-1 inhibitors	TNAP inhibition	HPDE-C7 cytotoxicity	others
CC1CCCCN1CCNS(=O)(=O)c1ccc2c(c1)oc(=O)n2C (stereo not drawn)	13	4	i	14%	9%	3%	-9%	13%	-4%	PMK inhibit pilot replicates=1.0;Spn MK inh pilot replicates=0.0;DPM-DC inhibit pilot screen %=0.0
COc1ccc(Cl)cc1NC(=O)c1oc(C)nc1C	3	5	i	-15%	5%	6%	-3%	12%	-5%	PMK inhibit pilot replicates=3.0;Spn MK inh pilot replicates=0.0;DPM-DC inhibit pilot screen %=2.5
Cc1ccc(C(=O)C2CCN(CC(=O)NC3CCCCC3)CC2)cc1	7	0	i	8%	-3%	nt	-7%	2%	-4%
OCCN(Cc1ccccc1)Cc1cccc(C(F)(F)F)c1	1	37	i	-4%	12%	nt	-10%	13%	3%
Cc1cc(C(=O)Nc2nnc(C3CCCCC3)s2)cs1	5	5	i	4%	1%	-2%	-6%	12%	6%
Cc1ccc(NC(=O)C(C)N2CCOCC2)c(C(=O)c2ccccc2)c1 (stereo not drawn)	12	8	i	-14%	-2%	9%	-1%	6%	-6%
Cc1cc(NC(=O)CN2CCCCC2C)nc2c1c(=O)oc1ccccc12 (stereo not drawn)	11	6	i	-6%	0%	-12%	0%	7%	-14%
Cc1noc(/C=C/N(C)C)c1S(=O)(=O)N1CCCC(C(=O)NCc2ccc(F)cc2)C1 (stereo not drawn)	12	6	i	3%	3%	0%	2%	7%	0%
O=C(Nc1ccncc1)c1cc2ccccc2oc1=O	4	9	i	-28%	22%	12%	-9%	5%	-15%
Cc1nc2sc(C)c(C)c2c(=O)o1	7	4	i	9%	2%	8%	-4%	13%	-6%
Cc1onc(-c2c(Cl)cccc2Cl)c1C(=O)NCCN1CCOCC1	5	0	i	-5%	-1%	10%	-3%	11%	-8%	PMK inhibit pilot replicates=6.0;Spn MK inh pilot replicates=6.5;DPM-DC inhibit pilot screen %=3.0
COc1cccc2cc(-c3nnc(SCC(=O)NCc4ccccc4)n3C)oc12	4	3	i	0%	-1%	-4%	-3%	2%	5%
COc1cccc(C2N(c3ccccn3)C(=O)C3CCCN32)c1OC (stereo not drawn)	9	0	i	nt	-10%	1%	-4%	8%	nt
COCCCNC(=O)C1CCN(C(=O)Nc2ccc(Cl)cc2)CC1	7	4	i	-6%	0%	8%	-2%	17%	-21%	PMK inhibit pilot replicates=9.0;Spn MK inh pilot replicates=2.5;DPM-DC inhibit pilot screen %=1.5
Cc1ccccc1OC(=O)CCC(=O)OCCCC(F)(F)C(F)(F)F	3	6	i	-12%	-2%	nt	2%	6%	-15%
Cc1c(/N=C/c2ccco2)n(Cc2ccccc2)c2ccccc12	0	8	i	-16%	3%	-2%	-1%	13%	-16%
O=P(c1ccccc1)(c1ccccc1)C1CCCO1 (stereo not drawn)	6	6	i	nt	-4%	nt	-2%	7%	nt
Cc1ccc(CN2C(=O)CCC2C(=O)N2CCN(c3ccc(F)cc3)CC2)cc1 (stereo not drawn)	13	5	i	-4%	-5%	9%	-9%	4%	-11%
O=C(Nc1ccccc1Cl)N1CCN(c2ccc3nnc(-c4ccccc4)n3n2)CC1	4	13	i	16%	8%	8%	5%	5%	24%
Cc1ccc(C)c(NC(=O)CSc2nnc(CCCCCNC(=O)OC(C)(C)C)o2)c1	9	4	i	-37%	-6%	7%	-8%	2%	-22%
CC1(C)N=C(/C=N/O)C=[N+]1[O-]	9	5	i	-21%	-12%	nt	4%	7%	-18%
COc1ccc(NC(=O)CCN2CCCCCC2)c(OC)c1	6	nt	i	-7%	24%	20%	8%	11%	-12%
CCCCOc1ccc(CNn2c(C)nc3ccccc3c2=O)cc1	9	11	i	-7%	28%	8%	-5%	16%	-4%
Cc1cccc(NC(=O)Cn2nnc(-c3cccs3)n2)c1C	10	7	i	-16%	2%	4%	-5%	7%	-20%
COC(=O)c1cc(CSc2nnc(NC3CCCCC3)s2)oc1C	17	3	i	15%	25%	-5%	-2%	3%	8%
CCOC(=O)c1[nH]c(C)c(/C(O)=C2\C(=O)C(=O)N(CCN(C)C)C2c2ccncc2)c1C (stereo not drawn)	9	8	i	-23%	-2%	-3%	-3%	-2%	-18%
O=C(/C=C/N1CCOCC1)c1ccc(-c2ccccc2)cc1	4	5	i	16%	-6%	12%	-16%	6%	22%	PMK inhibit pilot replicates=0.0;Spn MK inh pilot replicates=0.5;DPM-DC inhibit pilot screen %=2.5
CCC(=O)Nc1nn(C)c2nc3c(C)cccc3cc12	7	9	i	-6%	12%	3%	3%	4%	0%	PMK inhibit pilot replicates=1.5;Spn MK inh pilot replicates=6.0;DPM-DC inhibit pilot screen %=4.5
NC(=O)CN1C(=O)C(O)(CC(=O)c2ccccc2O)c2ccccc21 (stereo not drawn)	2	8	i	-21%	-34%	10%	4%	8%	-20%	PMK inhibit pilot replicates=1.5;Spn MK inh pilot replicates=0.5;DPM-DC inhibit pilot screen %=0.0
CN1CCCCCC1=Nc1ccccc1C#N	7	32	i	2%	8%	-1%	-7%	3%	-7%

A run of entries from further up, as a working copy:
SMILES	PMK inhibit	Spn MK inh	DPM-DC inhibit	KRASV12 cytotoxicity	HT1080 cytotoxicity	LYP phosphatase	Bfl-1 inhibitors	TNAP inhibition	HPDE-C7 cytotoxicity	others
O=C(/C=C/N1CCOCC1)c1ccc(-c2ccccc2)cc1	4	5	i	16%	-6%	12%	-16%	6%	22%	PMK inhibit pilot replicates=0.0;Spn MK inh pilot replicates=0.5;DPM-DC inhibit pilot screen %=2.5
CCC(=O)Nc1nn(C)c2nc3c(C)cccc3cc12	7	9	i	-6%	12%	3%	3%	4%	0%	PMK inhibit pilot replicates=1.5;Spn MK inh pilot replicates=6.0;DPM-DC inhibit pilot screen %=4.5

(cont.)
SMILES	PMK inhibit	Spn MK inh	DPM-DC inhibit	KRASV12 cytotoxicity	HT1080 cytotoxicity	LYP phosphatase	Bfl-1 inhibitors	TNAP inhibition	HPDE-C7 cytotoxicity	others
O=C(NC1(C(F)(F)F)Oc2ccccc2O1)N1CCCC1	0	8	i	14%	-6%	nt	1%	7%	25%
CCC(C)(C)NC(=O)c1ccc2c(c1)N(CC(=O)OC)C(=O)C(C)(C)O2	10	7	i	-19%	2%	nt	-4%	9%	-15%
CCOC(=O)C(O)(NC(=O)c1cccnc1)C(F)(F)F (stereo not drawn)	12	9	i	-10%	9%	9%	-2%	3%	-19%
COc1ccc(-n2c(=O)cc(N3CCc4ccccc43)[nH]c2=O)cc1	14	7	i	nt	-8%	3%	nt	nt	nt
COc1cccc(NC(=O)CSc2nc3c(c(=O)n2C)SC(C)C3)c1 (stereo not drawn)	0	14	i	1%	6%	-7%	6%	3%	-11%
Clc1ccc(-c2nn3c(-c4cccc(Cl)c4)nnc3s2)cc1	4	0	i	-17%	9%	11%	2%	11%	-8%
Cc1ccc2cc(-c3noc(C4CCCO4)n3)c(=O)[nH]c2c1 (stereo not drawn)	0	0	nt	5%	-1%	-7%	-2%	6%	3%
CCN1C(=O)C(Cc2nc3ccccc3c(=O)n2C)c2ccccc21 (stereo not drawn)	5	2	i	8%	0%	nt	-3%	11%	-4%
CN=C1SC(CC(=O)Nc2sc3c(c2C#N)CCCC3)C(=O)N1C (stereo not drawn)	18	0	i	3%	1%	1%	3%	14%	3%
C=CCn1c(N)cc(=O)nc1SCC(=O)N1CCN(c2ccc(F)cc2)CC1	5	6	i	-4%	0%	6%	-1%	6%	-11%
COC(=O)c1[nH]c2ccc(F)cc2c1NC(=O)CCN1CCN(C(=O)c2ccco2)CC1	6	6	i	-8%	4%	-5%	-7%	-1%	6%
O=C(OCCN1CCOCC1)c1ccc(OCCN2CCOCC2)cc1	3	1	i	-7%	-3%	3%	-2%	11%	-2%
CCOC(=O)CSc1nc2cc(OC)ccc2cc1C#N	9	0	i	12%	-4%	-7%	0%	22%	-1%
CC1(C)C(c2cccs2)=[N+]([O-])C2(CCCCC/C2=N\O)N1O (stereo not drawn)	16	0	i	2%	-3%	nt	4%	16%	2%	PMK inhibit pilot replicates=5.0;Spn MK inh pilot replicates=0.0;DPM-DC inhibit pilot screen %=3.0
N#CC(c1nc2ccccc2nc1N1CCCCC1)S(=O)(=O)c1ccc(Cl)cc1 (stereo not drawn)	16	9	i	6%	-4%	3%	9%	22%	-1%
CCOc1ccccc1NC(=O)CSc1nc(N)c(C#N)cc1C#N	16	0	i	26%	0%	nt	-2%	7%	39%
CCOc1ccc(CCNS(=O)(=O)c2c(C)n[nH]c2C)cc1OCC	12	0	i	-9%	4%	nt	-10%	4%	-15%
Cc1ccccc1-c1nc(CN2CCC(C(=O)NCCCN3CCCC3)CC2)c(C)o1	11	10	i	-5%	-13%	15%	-2%	2%	1%	PMK inhibit pilot replicates=0.0;Spn MK inh pilot replicates=0.0;DPM-DC inhibit pilot screen %=0.0
Cn1c(=O)c2cc(S(=O)(=O)NCCC(=O)NCc3ccccc3Cl)ccc2n(C)c1=O	15	3	i	-12%	-1%	-10%	3%	9%	-10%
Cc1c(NC(=O)c2cc3nc(-c4ccccc4)cc(C)n3n2)c(=O)n(-c2ccccc2)n1C	23	0	i	-7%	18%	2%	-6%	1%	-6%
O=C(CSc1nnc(Cc2csc(Nc3cccc(Cl)c3)n2)o1)N1CCc2ccccc21	8	0	i	25%	4%	nt	4%	14%	11%
Cc1ccc(-c2csc(NC(=O)CSc3ncn(-c4ccccc4)n3)n2)cc1	6	8	i	8%	3%	8%	-4%	5%	-2%

Of the compounds above, these contain fluorine.
SMILES	PMK inhibit	Spn MK inh	DPM-DC inhibit	KRASV12 cytotoxicity	HT1080 cytotoxicity	LYP phosphatase	Bfl-1 inhibitors	TNAP inhibition	HPDE-C7 cytotoxicity	others
OCCN(Cc1ccccc1)Cc1cccc(C(F)(F)F)c1	1	37	i	-4%	12%	nt	-10%	13%	3%
Cc1noc(/C=C/N(C)C)c1S(=O)(=O)N1CCCC(C(=O)NCc2ccc(F)cc2)C1 (stereo not drawn)	12	6	i	3%	3%	0%	2%	7%	0%
Cc1ccccc1OC(=O)CCC(=O)OCCCC(F)(F)C(F)(F)F	3	6	i	-12%	-2%	nt	2%	6%	-15%
Cc1ccc(CN2C(=O)CCC2C(=O)N2CCN(c3ccc(F)cc3)CC2)cc1 (stereo not drawn)	13	5	i	-4%	-5%	9%	-9%	4%	-11%
O=C(NC1(C(F)(F)F)Oc2ccccc2O1)N1CCCC1	0	8	i	14%	-6%	nt	1%	7%	25%
CCOC(=O)C(O)(NC(=O)c1cccnc1)C(F)(F)F (stereo not drawn)	12	9	i	-10%	9%	9%	-2%	3%	-19%
C=CCn1c(N)cc(=O)nc1SCC(=O)N1CCN(c2ccc(F)cc2)CC1	5	6	i	-4%	0%	6%	-1%	6%	-11%
COC(=O)c1[nH]c2ccc(F)cc2c1NC(=O)CCN1CCN(C(=O)c2ccco2)CC1	6	6	i	-8%	4%	-5%	-7%	-1%	6%
